# HttQ103 aggreg: qHTS Multiplex Assay to Identify Dual Action Probes in a Cell Model of Huntington: Aggregate Formation (GFP). hit rate 1.1% among 220,000. Potency, µM (highest dose often 46.1 µM), for inactives: at the top dose activity change, negative = inhibition, actives largely listed as inhibitors. PC12 HttQ103-GFP aggregates, Acumen cytometry, 40 h; note: % is set by controls: 0 for no effect and ±100 for the full control effect; nearly all actives have a fitted effect of over 60% in size
#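 Quantitative HTS on tebufenozide-induced (100 nM) PC12 cells stably expressing polyQ103 Huntingtin exon 1–GFP. Reduction of bright GFP aggregates, detected by laser scanning cytometry after lysis, identified actives across the titration.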
# Tau fluor counter: Counterscreen qHTS for Inhibitors of Tau Fibril Formation, Fluorescence Polarization; tau K18 P301L Alexa594 fluorescence, heparin fibrillization; hit rate 0.93% among 280,000; Potency, µM (doses to about 57.7 µM), without a hit: at the top dose activity change, negative = decrease; note: % is set by controls: 0 for no effect and ±100 for the full control effect; nearly all actives have a fitted effect of over 55% in size
#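 Human tau K18 P301L (15 uM unlabeled, 0.24 uM Alexa 594-labeled) in 100 mM sodium acetate pH 7 with 20 uM heparin, 6 hr at 37 C. ThT 30 uM added, 1 hr ambient; Alexa 594 FP and total fluorescence read at 555/632 nm.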
# SMN2 splice enh: qHTS Assay for Enhancers of SMN2 Splice Variant Expression; HEK293 SMN2-luciferase splicing reporter, luminescence, 30-36 h; Potency, µM (top dose mostly 46.1 µM), for the others: at the top dose activity change, positive = activation, actives largely listed as activators; hit rate 2.8% among 210,000; note: % of control where 0% means no effect; nearly all actives have a fitted effect of over 55% in size
#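 HEK293 cells carry an SMN2 […]–luciferase reporter in which exon 7 inclusion puts luciferase in frame. Cells were plated 10-12 h before compound addition, then incubated 30-36 h at 37C. ONE-Glo luminescence was read; sodium butyrate at 4.5 mM final served as control.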
# Tau ThT inhib: qHTS for Inhibitors of Tau Fibril Formation, Thioflavin T Binding; Microtubule-associated protein tau (Homo sapiens), P10636; hit rate 2.1% among 270,000; recombinant tau K18 P301L, heparin-induced fibrillization, ThT fluorescence; Potency, µM (doses to about 57.4 µM), for the others: at the highest dose activity, negative = inhibition, most hits filed as inhibitors; note: % is set by controls: 0 for no effect and ±100 for the full control effect; nearly all actives have a fitted effect of over 55% in size
# Target sequence (P10636 561-689 P618L limits assumed): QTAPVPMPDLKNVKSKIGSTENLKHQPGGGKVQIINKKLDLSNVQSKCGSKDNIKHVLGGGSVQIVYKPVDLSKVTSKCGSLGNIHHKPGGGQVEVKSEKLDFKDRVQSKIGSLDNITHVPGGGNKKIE
#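 Recombinant human tau K18 fragment […] carrying P301L, 15 uM unlabeled plus 0.24 uM Alexa 594-labeled, was fibrillized with 20 uM heparin in 100 mM sodium acetate pH 7 for 6 hr at 37 C; 30 uM ThT fluorescence read after 1 hr.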
# KDM4E inh: qHTS Assay for Inhibitors of Human Jumonji Domain Containing 2E (JMJD2E); JMJD2E catalytic domain, FDH-coupled NADH fluorescence (FDH is formaldehyde dehydrogenase); Potency, µM (doses to about 57.1 µM), for inactives: at the top dose activity change, negative = inhibition, usual class: inhibitors; hit rate 1.6% among 230,000; AID 2147, 2009; active = well fitted inhibition curve with a large enough effect, not every such curve was filed as active; inconclusive = small, poorly fitted or top-dose-only effect, or another doubt; inactive = no such curve, though single readings can be large or run the other way;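 note: 0% = wells with enzyme and -100% = buffer wells without enzyme; nearly all actives have a fitted effect of over 50% in size; many of its hits are not listed in these tables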
# Target sequence (B2RXH2 1-337 limits assumed): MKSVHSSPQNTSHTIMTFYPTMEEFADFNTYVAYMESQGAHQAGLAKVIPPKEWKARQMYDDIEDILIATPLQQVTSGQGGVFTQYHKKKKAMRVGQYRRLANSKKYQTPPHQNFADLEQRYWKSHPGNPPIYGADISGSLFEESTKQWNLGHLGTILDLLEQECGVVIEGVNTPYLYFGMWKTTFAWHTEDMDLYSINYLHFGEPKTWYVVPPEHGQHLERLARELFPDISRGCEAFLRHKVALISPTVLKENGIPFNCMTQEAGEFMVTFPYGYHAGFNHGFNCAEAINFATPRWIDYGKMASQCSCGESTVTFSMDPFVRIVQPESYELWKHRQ
# Tau FP inhib: qHTS for Inhibitors of Tau Fibril Formation, Fluorescence Polarization; Microtubule-associated protein tau (Homo sapiens), P10636; K18 P301L tau heparin fibrillization, Alexa594 FP, 6 h; Potency, µM (series often up to 57.7 µM), without a hit: at the highest dose activity, negative = inhibition, hits mostly inhibitors; hit rate 0.39% among 280,000; note: % is set by controls: 0 for no effect and ±100 for the full control effect; nearly all actives have a fitted effect of over 55% in size
#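 Heparin (20 uM) drove fibril formation of recombinant tau K18 P301L, 15 uM unlabeled with 0.24 uM Alexa 594 label, for 6 hr at 37 C in 100 mM sodium acetate pH 7. Fluorescence polarization (555/632 nm) read 1 hr after 30 uM ThT.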
# HTT ATP protect: qHTS Multiplex Assay to Identify Dual Action Probes in a Cell Model of Huntington: Cytoprotection (ATP) | PC12 HTT-Q103 induced, cytoprotection, ATP luminescence, 40 h | Potency, µM (top dose mostly 56.4 µM), for inactives: cytoprotection (ATP increase), actives largely listed as activators | hit rate 0.14% among 230,000;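 note: % of control where 0% means no effect; nearly all actives have a fitted effect of over 45% in size; toxic huntingtin expression switched on by the ecdysone agonist tebufenozide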
#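 Rat PC12, Q103 Htt exon1-GFP fusion, ecdysone promoter; tebufenozide inducer 100 nM final; compound titration; qHTS, 1500 cells/well; ATPlite luminescent read.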
# ALDH1A1 block: qHTS Assay for Inhibitors of Aldehyde Dehydrogenase 1 (ALDH1A1); AID 1030, 2008; Potency, µM (highest dose often 75.3 µM), for the others: at the highest dose activity, negative = inhibition, actives largely listed as inhibitors; hit rate 7.3% among 220,000; Purified ALDH1A1, NADH fluorescence, propionaldehyde substrate; Aldehyde dehydrogenase 1A1 (Homo sapiens), P00352; active = well fitted inhibition curve with a large enough effect, not every such curve was filed as active; inconclusive = small, poorly fitted or top-dose-only effect, or another doubt; inactive = no such curve, though single readings can be large or run the other way;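 note: plate controls were no enzyme wells and a reference inhibitor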
# Target sequence (P00352 whole entry, looked up): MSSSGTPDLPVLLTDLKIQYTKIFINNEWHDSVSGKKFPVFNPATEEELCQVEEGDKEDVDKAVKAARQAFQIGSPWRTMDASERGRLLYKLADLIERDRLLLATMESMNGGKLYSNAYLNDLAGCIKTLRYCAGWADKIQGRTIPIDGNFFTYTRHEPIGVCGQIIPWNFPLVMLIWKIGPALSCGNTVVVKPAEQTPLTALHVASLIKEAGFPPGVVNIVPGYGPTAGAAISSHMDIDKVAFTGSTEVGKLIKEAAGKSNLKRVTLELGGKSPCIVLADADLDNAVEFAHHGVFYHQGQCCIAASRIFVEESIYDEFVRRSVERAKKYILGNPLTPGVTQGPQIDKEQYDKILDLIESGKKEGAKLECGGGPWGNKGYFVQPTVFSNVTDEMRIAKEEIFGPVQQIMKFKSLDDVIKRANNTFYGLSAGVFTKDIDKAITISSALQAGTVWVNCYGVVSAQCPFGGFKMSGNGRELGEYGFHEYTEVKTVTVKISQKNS
# An asterisk follows results filed as active; ? = inconclusive; · = not tested or not shown; [ ] = dose if it differs, or a comment. Unless noted, calls come from the whole dose curve; as a rule, active = well fitted curve in the direction sought with a large enough effect; inconclusive = small, poorly fitted or top-dose-only effect, or another doubt; inactive = no such curve, though single readings can be large; an effect the other way counts as inactive or inconclusive. Potency is the fitted concentration of half-maximal effect. Some of the compounds tested (hit frequency here may not be typical).
SMILES,HttQ103 aggreg,Tau fluor counter,SMN2 splice enh,Tau ThT inhib,KDM4E inh,Tau FP inhib,HTT ATP protect,ALDH1A1 block
COc1ccc(C(=O)c2oc3ccc(OC)cc3c2NC(C)=O)cc1,-21%,-4%,0%,-16%,?,-11%,-46%[inhibitor],?
COC(=O)c1ccc(C(=O)OC)c(NC(=O)COC(=O)C2CC2C)c1 (stereo unspecified),11%,-7%,21%,-12%,-6%,3%,8%,?
COc1cc(C)c(Cc2cnc(N)nc2N)cc1OC,25%,-15%,·,-14%,-5%,-1%,?,·
O=C(N/N=C(/CC(=O)c1cccs1)C(F)(F)F)c1ccc(O)cc1,16%,-17%,-3%,?,-5%,14%,·,4%
COc1ccc2c3c([nH]c2c1)C1(NCC3)C(=O)Nc2ccccc21 (stereo unspecified),7%[9.22 µM],-10%,·,-14%,-28%,2%,-4%[10 µM],·
CCC(CC)NC(=O)CN(c1ccccc1OC)S(=O)(=O)c1cccs1,-31%[9.22 µM],-21%,·,·,-5%,4%,13%[10 µM],·
CC(C)Cn1c(SCC(=O)N2CCN(C(=O)c3ccco3)CC2)nc2ccccc2c1=O,-1%,-12%,-5%,-17%,1%,-6%,6%[10 µM],32µM*
COc1ccc(C2=NO[C@@H]3C(=O)N(C4CCCCC4)C(=O)[C@H]23)cc1OC,-6%,-5%,2%,1%,-12%,5%,-1%,0%
O=C(Nc1ccccc1)N1CCCN(c2nccc(C(F)(F)F)n2)CC1,9%[9.22 µM],-12%,·,-2%,-7%,-5%,21%[10 µM],-15%
Cn1c(C(=O)NC2CC2)cc2c(=O)n(C)c3ccccc3c21,-2%,-4%,-2%,-9%,?,-2%,-28%,-6%
Cc1nnc2ccc(N3CCN(C(=O)c4ccccc4)CC3)nn12,12%,-7%,10%,-15%,-3%,-10%,5%,3%
O=C(Oc1ccc(N(Cc2cccs2)C2=NS(=O)(=O)c3ccccc32)cc1)c1ccccc1Cl,0%,-12%,-16%,-6%,24%,-10%,-8%[10 µM],?
c1ccc(-n2cnc3cc(NCc4ccccn4)ccc32)cc1,-5%,-2%,·,-1%,?,1%,-15%,?
O=C1C(=C2SCCCS2)CC/C1=C\c1ccc(F)cc1,-4%,-3%,-79%[inhibitor],1.1µM*,4%,-5%,-105%[inhibitor],5%
CCC[C@@H]1C[C@@]1(CCC)C(NP(=O)(c1ccccc1)c1ccccc1)c1ccc(Cl)cc1 (stereo partly specified),·,-2%,-21%,?,25µM*,4%,-234%[inhibitor],-14%
CC1CCN(C(c2nnnn2CCc2ccccc2)C(C)C)CC1 (stereo unspecified),-6%[9.22 µM],-4%,·,-11%,-7%,3%,-14%[10 µM],?
COc1ccc(NC(=O)c2cccc(N3C(=O)NC4CC3(C)Oc3ccccc34)c2)cc1 (stereo unspecified),-15%,-16%,-2%,-13%,-2%,-5%,-5%,-9%
CC(=O)NCC(=O)N(C)C(C(=O)Nc1ccc2c(c1)OCCO2)c1ccccc1 (stereo unspecified),11%,1%,13%,5%,3%,4%,-24%[10 µM],-13%
Cc1[nH]c2ccccc2c1C1(O)C(=O)N(Cc2ccccc2)c2ccc(Br)cc21 (stereo unspecified),·,11µM*[quencher],-1%,?,·,2%,·,·
CCCCn1c(SCC(=O)N2c3ccccc3Sc3ccccc32)nc2c1c(=O)n(C)c(=O)n2C,-12%,3%,-38%[inhibitor],6%,5%,-1%,-14%[10 µM],?

# Some of the entries so far, bar-delimited:
smiles | HttQ103 aggreg | Tau fluor counter | SMN2 splice enh | Tau ThT inhib | KDM4E inh | Tau FP inhib | HTT ATP protect | ALDH1A1 block
c1ccc(-n2cnc3cc(NCc4ccccn4)ccc32)cc1 | -5% | -2% | · | -1% | ? | 1% | -15% | ?
COc1cc(C)c(Cc2cnc(N)nc2N)cc1OC | 25% | -15% | · | -14% | -5% | -1% | ? | ·
Cc1[nH]c2ccccc2c1C1(O)C(=O)N(Cc2ccccc2)c2ccc(Br)cc21 (stereo unspecified) | · | 11µM*[quencher] | -1% | ? | · | 2% | · | ·
CC(=O)NCC(=O)N(C)C(C(=O)Nc1ccc2c(c1)OCCO2)c1ccccc1 (stereo unspecified) | 11% | 1% | 13% | 5% | 3% | 4% | -24%[10 µM] | -13%

# Part of the list above with just Tau FP inhib:
molecule,Tau FP inhib
CC(C)Cn1c(SCC(=O)N2CCN(C(=O)c3ccco3)CC2)nc2ccccc2c1=O,-6%
COc1ccc(C2=NO[C@@H]3C(=O)N(C4CCCCC4)C(=O)[C@H]23)cc1OC,5%
O=C(Nc1ccccc1)N1CCCN(c2nccc(C(F)(F)F)n2)CC1,-5%
Cn1c(C(=O)NC2CC2)cc2c(=O)n(C)c3ccccc3c21,-2%
Cc1nnc2ccc(N3CCN(C(=O)c4ccccc4)CC3)nn12,-10%
O=C(Oc1ccc(N(Cc2cccs2)C2=NS(=O)(=O)c3ccccc32)cc1)c1ccccc1Cl,-10%

# Some of the entries above, set out differently.
# The line under a structure holds: HttQ103 aggreg | Tau fluor counter | SMN2 splice enh | Tau ThT inhib | KDM4E inh | Tau FP inhib | HTT ATP protect | ALDH1A1 block
c1ccc(-n2cnc3cc(NCc4ccccn4)ccc32)cc1
  -5% | -2% | · | -1% | ? | 1% | -15% | ?
O=C1C(=C2SCCCS2)CC/C1=C\c1ccc(F)cc1
  -4% | -3% | -79%[inhibitor] | 1.1µM* | 4% | -5% | -105%[inhibitor] | 5%

# More results.
SMILES,HttQ103 aggreg,Tau fluor counter,SMN2 splice enh,Tau ThT inhib,KDM4E inh,Tau FP inhib,HTT ATP protect,ALDH1A1 block
N=c1n(CC(=O)c2ccc([N+](=O)[O-])cc2)c2ccccc2n1Cc1ccc(Cl)cc1,-8%,-22%,-8%,?,-6%,6%,-18%[10 µM],-2%
O=C(NC(=O)c1c(Cl)cccc1Cl)Nc1ccc(Oc2cccnc2)nc1,5%[9.22 µM],-16%,·,-13%,8%,-11%,9%[10 µM],-6%
Cc1nnc(SCC(=O)NCC2CCCO2)n1-c1ccccc1 (stereo unspecified),-3%,2%,2%,-1%,-11%,6%,-2%[10 µM],?
CCOC(=O)C1(Cc2cccc(OC)c2)CCN(Cc2cccn2-c2nccs2)CC1,-7%,-2%,·,-3%,-6%,2%,-31%[inhibitor],-4%
CC(=O)Nc1ccc(C(=O)n2nc(C)cc2C)cc1,6%,4%,-3%,9%,-1%,-5%,-13%,6%
CCCCCC1CCC(c2n[nH]c(=S)n2C)CC1 (stereo unspecified),-8%,1%,-12%,4%,-9%,4%,2%,-6%
COc1ccc2[nH]c(=O)c(CN(CCO)S(=O)(=O)c3c(C)ccc4nsnc34)cc2c1,-21%,-10%,27%,-14%,17%,-3%,6%,?
NC(=O)C1CCN(C(=O)c2ccc(Oc3cc(Cl)cc(Cl)c3)o2)CC1,-1%[9.22 µM],0%,·,-6%,?,6%,-7%[10 µM],?
CCc1ccc2[nH]c(=O)c(CN(CCN(C)C)C(=S)NCc3ccco3)cc2c1,-5%[9.22 µM],-6%,·,-13%,?,2%,5%[10 µM],?
COc1ccc(N)c2c1C(=O)c1ccccc1C2=O,-13%,-25%,?,16µM*,6%,?,25%[10 µM],?
COC(=O)c1c(NC(=O)c2ccccc2)sc(Cc2ccccc2)c1C,5%,?,-17%,-22%,?,?,-9%[10 µM],?
O=C(Cn1nc(Cc2ccncc2)c2ccccc2c1=O)Nc1cccc(C(F)(F)F)c1,·,-27%,-39%[inhibitor],-5%,·,-8%,·,·
COc1ccccc1NC(=O)c1sc(-c2ccc(Cl)cc2)cc1N,·,?,-25%,?,·,-13%,·,·
C=CCn1c(COc2ccccc2F)nnc1SCC(=O)NC(=O)NCc1ccco1,9%,2%,-8%,0%,-3%,-1%,-23%,?
Cn1c(/C(C#N)=C/c2cccc(O)c2)nc2ccccc21,·,-4%,?,?,-3%,-1%,·,?
O=C(NCCc1cn2ccccc2n1)c1cc(COc2ccc3ncccc3c2)on1,11µM*,-11%,·,?,-12%,-16%,-81%[inhibitor],?
O=C1[C@H]2[C@H](ON3CCCC[C@H]23)C(=O)N1c1cccc(C(F)(F)F)c1,-18%,-2%,8%,-2%,11%,1%,-21%,-4%
NS(=O)(=O)c1ccc(NC(=S)NNC(=O)c2cccs2)cc1,3%[9.22 µM],-5%,7%,-7%,?,-2%,-2%[10 µM],13µM*
COc1ccccc1CNC(=O)Cn1c(=O)oc2cc(S(=O)(=O)N3CCCC3)ccc21,·,-6%,-34%[inhibitor],2%,·,-10%,·,·
CCCCNC(=O)CSc1nnc(-c2ccc(S(=O)(=O)N3CCCC3)cc2)n1C,-15%,3%,-2%,3%,?,-2%,18%[10 µM],2%
Cc1nn(C(C)C(=O)O)c(C)c1[N+](=O)[O-] (stereo unspecified),-24%[9.22 µM],4%,·,5%,-3%,7%,-11%[10 µM],0%
